From PubChem
AMA1-RON2 inh: disrupts binding of P. falciparum AMA1 to RON2. 360,000 compounds, 0.2% hits. AlphaScreen AMA1-biotinylated RON2 peptide binding. Potency, µM (top dose mostly 58.2 µM), inactives show at the highest dose activity change, negative = inhibition, usual class: inhibitors;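 also: potency is read from the fitted curve at half-maximal effect; 0% = vehicle wells and -100% = peptide control; nearly all actives have a fitted effect of over 45% in size; some results filed as inactive show a strong effect at the top dose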
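AMA1 (3D7) with his tag at 25 nM final met compounds first, then biotinylated RON2 peptide at 25 nM; detection used donor plus acceptor beads, 10 µg/mL apiece, read by AlphaScreen after 30 min at room temperature.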
HCV inhibitor: inhibitors of hepatitis C virus infection; Huh7.5.1 HCVcc-Cre infection, luciferase reporter, 44 h; Potency, µM (highest dose often 41.8 µM), for the others: at the highest dose activity change, negative = inhibition, actives largely listed as inhibitors; AID 651820; 340,000 compounds, 3.4% hits; also: potency is read from the fitted curve at half-maximal effect
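Luciferase read-out (15 sec integration) after a 15 min room-temperature substrate step quantifies HCVcc-Cre infection. Cells, 1,000 per well, had compound added 4 h post-plating, then virus at ~0.5 moi, and were cultured 44 h.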
LmPK inhibitor: inhibitors of Leishmania mexicana pyruvate kinase; purified LmPK, Kinase-Glo ATP luminescence, 1 h; Potency, µM (doses to about 57.5 µM), inactives show at the top dose activity change, negative = inhibition, most hits filed as inhibitors; 290,000 compounds, 0.37% hits; also: potency is read from the fitted curve at half-maximal effect
Target sequence (Q27686 whole entry, looked up): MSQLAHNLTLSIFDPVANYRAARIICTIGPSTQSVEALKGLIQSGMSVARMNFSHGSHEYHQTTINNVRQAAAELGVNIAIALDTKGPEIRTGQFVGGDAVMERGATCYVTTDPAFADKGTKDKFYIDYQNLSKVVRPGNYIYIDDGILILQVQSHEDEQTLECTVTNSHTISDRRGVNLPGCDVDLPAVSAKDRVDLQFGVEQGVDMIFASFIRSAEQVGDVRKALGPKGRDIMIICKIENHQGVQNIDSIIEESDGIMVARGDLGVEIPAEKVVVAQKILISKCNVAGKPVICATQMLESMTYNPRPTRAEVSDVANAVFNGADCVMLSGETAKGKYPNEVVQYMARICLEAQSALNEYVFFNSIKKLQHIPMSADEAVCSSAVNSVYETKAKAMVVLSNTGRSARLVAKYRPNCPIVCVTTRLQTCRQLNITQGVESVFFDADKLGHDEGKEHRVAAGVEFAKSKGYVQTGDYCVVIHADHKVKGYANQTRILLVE
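qHTS format; LmPK 0.1 nM; substrates PEP 0.5 mM and ADP 0.1 mM. One-hour room-temperature incubation, then coupled luciferase luminescence; 0.5 nM enzyme wells mark activation.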
HCMV inh: inhibitors of human cytomegalovirus | HFF cells, HCMV-luciferase reporter, 72 h; hits give low values | activity change, negative = inhibition, % at 57.5 µM | 410,000 compounds, 4.5% hits; in the data active = activity change below about -60%; inconclusive = no clear call, values can overlap the other calls; inactive = above about -39%
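Two compound doses tested in HFFs infected with HCMV-luciferase, MOI 1 PFU/cell, 72 h at 37C. Lysate luminescence read with OneGlo; data normalized against buffer-only and 10uM Salinomycin inhibitor controls.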
AmpC detergent: AmpC beta-lactamase inhibition with detergent present | Potency, µM (titrated, usually from 114 µM), for inactives: at the highest dose activity change, negative = inhibition, most hits filed as inhibitors | AID 485294 | 370,000 compounds, 0.041% hits | AmpC hydrolysis of nitrocefin, absorbance 480 nm, 0.01% Triton | P00811;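 also: potency is read from the fitted curve at half-maximal effect; 0% = no-compound wells and -100% = no-enzyme wells; nearly all actives have a fitted effect of over 25% in size; some results filed as inactive show a strong effect at the top dose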
Target sequence (P00811 whole entry, looked up): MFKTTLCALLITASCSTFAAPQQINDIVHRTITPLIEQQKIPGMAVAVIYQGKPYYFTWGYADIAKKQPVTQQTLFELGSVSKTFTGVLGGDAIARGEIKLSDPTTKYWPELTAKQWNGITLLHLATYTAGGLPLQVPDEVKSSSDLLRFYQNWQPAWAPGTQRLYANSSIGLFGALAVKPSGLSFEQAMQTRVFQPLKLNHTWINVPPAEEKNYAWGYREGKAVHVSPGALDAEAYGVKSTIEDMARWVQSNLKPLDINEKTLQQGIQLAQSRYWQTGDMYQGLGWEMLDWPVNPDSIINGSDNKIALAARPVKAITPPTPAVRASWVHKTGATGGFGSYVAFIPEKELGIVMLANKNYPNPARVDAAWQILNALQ
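20 mM phosphate pH 7.0 + 0.01% (detergent screen) or 0.0001% Triton X-100; 5.3 nM AmpC reagent; cpd preinc 15 min RT; nitrocefin (800 uM stock) to start; A480 q20 s × 4 min; Activity was normalised to no-enzyme and no-compound control wells.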
TbPYK inhibitor: blocks Trypanosoma brucei pyruvate kinase | TbPYK enzyme, Kinase-Glo Plus ATP luminescence, 45 min | 410,000 compounds, 0.12% hits | Q57TT1 | Potency, µM (highest dose often 76.8 µM), inactives show at the top dose activity, negative = inhibition, most hits filed as inhibitors; also: potency is read from the fitted curve at half-maximal effect; nearly all actives have a fitted effect of over 50% in size
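Glycolytic pyruvate kinase of T. brucei was incubated with substrate, test compound and 130 uM ADP for 45 minutes at room temperature. Luminescent Kinase-Glo Plus signal was measured after 10 minutes.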
AmpC no deterg: blocks E. coli AmpC beta-lactamase in detergent-free assay; 330,000 compounds, 0.52% hits; Potency, µM (series often up to 57.1 µM), inactives show at the top dose activity change, negative = inhibition, usual class: inhibitors; AmpC nitrocefin hydrolysis, absorbance 480 nm, 0.0001% Triton; P00811;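 also: potency is read from the fitted curve at half-maximal effect; plate controls were no compound for no effect and no enzyme for full effect; nearly all actives have a fitted effect of over 20% in size; some results filed as inactive show a strong effect at the top dose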
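20 mM phosphate pH 7.0 + 0.01% (detergent screen) or 0.0001% Triton X-100; 5.3 nM AmpC reagent; cpd preinc 15 min RT; nitrocefin (800 uM stock) to start; A480 q20 s × 4 min; Activity was normalised to no-enzyme and no-compound control wells.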
Numbers without * were called inactive; ? = inconclusive; · = not tested or not shown; & = joins results of further samples; [ ] = remark or other dose. Unless noted, calls follow the shape of the dose curve; as a rule, active = well fitted curve in the direction sought with a large enough effect; inconclusive = small, poorly fitted or top-dose-only effect, or another doubt; inactive = no such curve, though single readings can be large; an effect the other way counts as inactive or inconclusive. Unless noted, % is scaled to controls: 0 for no effect and ±100 for the full control effect.

SMILES | AMA1-RON2 inh | HCV inhibitor | LmPK inhibitor | HCMV inh | AmpC detergent | TbPYK inhibitor | AmpC no deterg
O=C(Nc1ccc(F)cc1)Oc1ccc[nH]c1=O | 18% | -18% | -5% | ? | -5% | 6% | -17%
NNC(=O)c1c(O)c2cccc3c2n(c1=O)CCC3 | 41%[activator] | -3% | 6% | 18 | 1% | 14% | -10%
CCOc1ccc(Oc2nc(Nc3ccc(C)cc3)nc(N(C)C)n2)nn1 | 1% | 11µM* | -8% | -20 | -7% | 3% | -19%
Cn1cc([N+](=O)[O-])c(C(=O)N/N=C/c2ccc3c(c2)OCO3)n1 | -3% | 23% | 1% | ? | 1% | -4% | -11%
O=C(OCCNc1ccc(C(F)(F)F)cc1[N+](=O)[O-])c1cc2ccccc2oc1=O | 2% | -1% | 0% | 8 | 2% | 0% | -12%
CC(=O)OC(c1nc2ccccc2c(=O)n1C1CC2(OC1=O)c1ccccc1N1C(=O)C(C)(C)N(O)C12)C(C)C (stereo not drawn) | -1% | ? | 1% | -11 | 0% | 6% | 151%[activator]
COc1ccc(OC)c(-c2nn(-c3ccccc3)cc2C(=O)NCC2CCCO2)c1 (stereo not drawn) | -6% | -1% | · | ? | · | 7% | ·
Cc1ccc(S(=O)(=O)Nc2ccc(C(=O)NCc3ccccn3)cc2)cc1 | 2% | 31%[activator] | 1% | 3 | -4% | 8% | -2%
CCCN1CCN(CCNC(=O)Nc2ccc(OC)c(OC)c2)CC1 | · | · | · | 8 | 24% | 0% | ·
CC(=O)C(CC(=O)N1CCCC1)C(=O)Nc1ccc(Cl)cc1 (stereo not drawn) | 4% | 6% | · | -6 | · | 1% | -7%

A different layout for some results above.
The line under a structure holds: AMA1-RON2 inh | HCV inhibitor | LmPK inhibitor | HCMV inh | AmpC detergent | TbPYK inhibitor | AmpC no deterg
O=C(OCCNc1ccc(C(F)(F)F)cc1[N+](=O)[O-])c1cc2ccccc2oc1=O
  2% | -1% | 0% | 8 | 2% | 0% | -12%
CC(=O)OC(c1nc2ccccc2c(=O)n1C1CC2(OC1=O)c1ccccc1N1C(=O)C(C)(C)N(O)C12)C(C)C (stereo not drawn)
  -1% | ? | 1% | -11 | 0% | 6% | 151%[activator]

Carrying on:
SMILES | AMA1-RON2 inh | HCV inhibitor | LmPK inhibitor | HCMV inh | AmpC detergent | TbPYK inhibitor | AmpC no deterg
OC[C@@H](O)[C@@H](O[C@H]1O[C@H](CO)[C@@H](O)[C@H](O)[C@H]1O)[C@H](O)[C@@H](O)CO | 6% | 18% | 1% | 41 | -14% | -6% | -27%
CS/C(=N\S(=O)(=O)c1cccs1)Nc1ccc(F)c(Cl)c1 | -9% | 3% | -4% | ? | -7% | -10% | 2%
Cc1sc2ncnc(Nc3ccc(N4CCOCC4)cc3)c2c1-c1ccccc1 | -1% | -28% | -1% | ? | -11% | -5% | -13%
Cc1ccccc1C(=O)Nc1sc2c(c1C(=O)O)CCC2 | -4% | 21% | -6% | 16 | -4% | 2% | -28%
CCN(CC)CCCN1C(=O)C(O)=C(C(=O)c2ccc(C)o2)C1c1cccs1 (stereo not drawn) | · | 7% | 2% | · | 5% | · | -26%
O=C(CSc1n[nH]c(=O)[nH]c1=O)NC1CCCCC1 | -10% | 10% | -1% | 34 | 3% | -7% | -1%
Cc1ccc(NC(=O)CNC(=O)c2sc3ccccc3c2Cl)nc1 | -4% | 13% | · | 11 | 1% | 2% | -20%
Cc1ccc2nc(-c3ccccc3)c(Cc3cccc(F)c3)n2c1 | -18% | · | · | 134 | · | 2% | ·
CC(=O)n1cc([C@@H]2C=C(C(=O)Nc3ccccc3)O[C@H](OCc3ccc(CO)cc3)C2)c2ccccc21 | -12% | ? | 3% | 30 | 9% | -6% | 39%
Cc1ccc(NC(=O)CS(=O)(=O)c2c[nH]c3ccccc23)c(C)c1 | -30% | -16% | -3% | 83 | ? | 4% | -22%
CC(/C=N/O)Cc1ccc2c(c1)OCO2 (stereo not drawn) | 6% | 10% | -2% | -10 | -6% | 0% | -8%
CN(C)C(=O)c1ccc(NC(=O)c2cccc(S(=O)(=O)N3CCN(Cc4ccccc4)CC3)c2)cc1 | 24% | ? | · | 18 | · | -8% | ·
COc1ccc(NC(=O)CN(C)C(=O)Cn2cnc3c2c(=O)n(C)c(=O)n3C)cc1 | 2% | ? | · | -28 | -17% | 4% | -17%
CC(Sc1nnc(N)s1)c1ccccc1Cl (stereo not drawn) | -1% | 12% | -7% | -13 | ? | -9% | -24%
COc1ccc(OC)c(NS(=O)(=O)c2ccc(Br)s2)c1 | · | · | 9%[11.5 µM] | 27 | -5%&14% | -7% | -24%
Cc1nnc(SC(C)C(=O)Nc2ccc3ccccc3c2)[nH]c1=O (stereo not drawn) | 1% | 13% | -1% | 50 | 3% | 3% | -9%
CCCN(CCC)S(=O)(=O)c1cc2c(cc1Br)CCN2C(=O)CC | 3% | ? | · | -23 | · | 1% | ·
COc1cc2c(cc1OC)C(=O)CC(C)S2 (stereo not drawn) | 6% | 7% | 3% | 6 | 5% | -8% | -7%
O=C(Nc1cccc(C(=O)N2CCCC2)c1)C1CC1 | 2% | ? | · | -19 | · | -7% | ·
COc1ccccc1CN1CC(C(=O)NCCC2=CCCCC2)CCC1=O (stereo not drawn) | 6% | 0% | 1% | -30 | -9% | -11% | 76%[activator]

Some of these compounds in order of heavy-atom count, falling.
SMILES | AMA1-RON2 inh | HCV inhibitor | LmPK inhibitor | HCMV inh | AmpC detergent | TbPYK inhibitor | AmpC no deterg
CC(=O)n1cc([C@@H]2C=C(C(=O)Nc3ccccc3)O[C@H](OCc3ccc(CO)cc3)C2)c2ccccc21 | -12% | ? | 3% | 30 | 9% | -6% | 39%
CN(C)C(=O)c1ccc(NC(=O)c2cccc(S(=O)(=O)N3CCN(Cc4ccccc4)CC3)c2)cc1 | 24% | ? | · | 18 | · | -8% | ·
COc1ccc(NC(=O)CN(C)C(=O)Cn2cnc3c2c(=O)n(C)c(=O)n3C)cc1 | 2% | ? | · | -28 | -17% | 4% | -17%
COc1ccccc1CN1CC(C(=O)NCCC2=CCCCC2)CCC1=O (stereo not drawn) | 6% | 0% | 1% | -30 | -9% | -11% | 76%[activator]
Cc1ccc(NC(=O)CS(=O)(=O)c2c[nH]c3ccccc23)c(C)c1 | -30% | -16% | -3% | 83 | ? | 4% | -22%
COc1ccc(OC)c(NS(=O)(=O)c2ccc(Br)s2)c1 | · | · | 9%[11.5 µM] | 27 | -5%&14% | -7% | -24%
O=C(Nc1cccc(C(=O)N2CCCC2)c1)C1CC1 | 2% | ? | · | -19 | · | -7% | ·
CC(Sc1nnc(N)s1)c1ccccc1Cl (stereo not drawn) | -1% | 12% | -7% | -13 | ? | -9% | -24%
CC(/C=N/O)Cc1ccc2c(c1)OCO2 (stereo not drawn) | 6% | 10% | -2% | -10 | -6% | 0% | -8%

Following part:
SMILES | AMA1-RON2 inh | HCV inhibitor | LmPK inhibitor | HCMV inh | AmpC detergent | TbPYK inhibitor | AmpC no deterg
Cc1ccc(SCc2cc(-c3ccc(Cl)cc3)on2)cc1 | 21% | 10% | -5% | 25 | -2% | -3% | ?
C=CCOCCN(C)C1=NS(=O)(=O)c2cc([N+](=O)[O-])ccc21 | 3% | ? | -1% | -26 | 0% | 0% | -12%
O=C1c2cccc3c([N+](=O)[O-])ccc(c23)C(=O)N1O | -13% | 0% | 1% | 15 | -1% | 4% | -15%
Cc1ccc(S(=O)(=O)C(CNC(=O)Cc2ccc(Cl)cc2)c2cccs2)cc1 (stereo not drawn) | · | · | · | -4 | -3% | -5% | ·
O=c1cc(-c2ccc(O)c(O)c2)oc2cc(O)cc(O)c12 | -13% | -3%[8.37 µM] | -11% | ? | -10% | -9% | -49%
Cc1ccc2c3c([nH]c2c1C)-c1nonc1CC3 | -2% | ? | 1% | 29 | ? | 1% | -8%
O=C(NCCCN1CCCC1)C1CCC(=O)N1C1CCCCC1 (stereo not drawn) | 7% | 19% | -4% | -31 | -12% | -12% | 14%
Cc1ccc(CCNC(=O)CNC(=S)N(Cc2ccccc2)Cc2cccnc2)cc1 | -18% | ? | -1% | -13 | -7% | 5% | 122%[activator]
NC(=O)NC(CC(=O)NCCc1ccc(S(N)(=O)=O)cc1)c1ccccc1Cl (stereo not drawn) | 7% | 10% | -6% | 48 | -1% | 3% | -3%
Cc1nc2c(OCCOc3ccc(F)cc3)cccn2c1N(C)C(=O)CCC1CCCC1 | 5% | · | · | 7 | · | 1% | ·
CCOC(=O)C(C)Oc1cccc2c(=O)n(CC(=O)NCCc3ccccc3)ccc12 (stereo not drawn) | -2% | -17% | -2% | 0 | 8% | 0% | 11%
COc1ccc(OC)c(S(=O)(=O)Nc2cc3c4c(c2)CCC(=O)N4CCC3)c1 | -8% | -7% | · | 7 | -14% | -2% | 1%
COc1ccccc1N(Cc1cc(=O)[nH]c2ccccc12)C(=O)C(C)C | -3% | -29% | 4% | 70 | -7% | 1% | -9%
O=C(OCC(=O)c1c[nH]c2ccccc12)c1ccc(OC(F)F)cc1 | 13% | · | · | 26 | · | -5% | ·
Cc1nc(C)n(C(C)CNS(=O)(=O)c2ccc(C)c(C)c2)n1 (stereo not drawn) | -11% | 16% | 1% | 16 | ? | 5% | -17%
Cc1cccc(N(Cc2ccccc2)C(=O)c2ccc(F)c(S(=O)(=O)N3CCOCC3)c2)c1 | 18% | ? | · | -35 | ? | 1% | 80%[activator]
CCCS(=O)(=O)N1CCCC(C(=O)NCCCN(C)c2ccccc2)C1 (stereo not drawn) | -6% | 4% | 0% | 28 | ? | 5% | -3%
O=C(CN1C(=O)CCSc2ccccc21)NC1CCCCC1 | 0% | ? | 0% | ? | ? | -11% | -14%
COc1ccc(-c2csc(Nc3ccc(S(=O)(=O)Nc4cc(C)on4)cc3)n2)cc1C | -3% | 16% | 4% | 18 | -3% | 0% | -45%
O=C(N/N=C/C1=Cc2ccccc2OC1)c1ccncc1 | -13% | -12% | 3% | 47 | -4% | -3% | -12%
Cc1ccc(NC(=O)c2cc3c(=O)n(Cc4ccco4)ccc3nc2C)cc1C | · | · | · | -31 | 4% | 3% | ·
O=C(CSc1nnc(CNC(=O)c2cccs2)o1)Nc1ccccc1 | 7% | 8% | -3% | 68 | 6% | -8% | -16%
C[N+]1(CC(=O)OCCCc2ccccc2)CCCCC1 | 2% | 8% | 2% | -4 | 1% | -5% | -7%
